# Assay outcomes (PubChem BioAssay)
# ROCK2 blocker – ROCK2 (human) kinase inhibition; O75116; purified ROCK2, Kinase-Glo ATP depletion luminescence; inhibition, % at 6 µM; 60,000 tested, 0.35% active;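 active = inhibition above the screen-wide mean inhibition plus 3 SD, cut at about 18% in these data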;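 also: plate controls were DMSO wells for no effect and Y-27632 control wells after no-enzyme background subtraction for full effect; many of its hits are not listed in these tables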
# CatS inh – inhibitors of human cathepsin S. recombinant cathepsin S, AMC dipeptide fluorescence, pooled mixtures. 62,000 tested, 0.06% active. P25774. inhibition, %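 (tested at 5 µM per compound within 10-compound mixtures)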; in the data active = inhibition above about 32%, passing the limit was not always enough; inconclusive = no clear call, values can overlap the other calls;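 also: 0% = enzyme without compound and 100% = blank without enzyme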
# Target sequence (P25774 115-331 limits assumed): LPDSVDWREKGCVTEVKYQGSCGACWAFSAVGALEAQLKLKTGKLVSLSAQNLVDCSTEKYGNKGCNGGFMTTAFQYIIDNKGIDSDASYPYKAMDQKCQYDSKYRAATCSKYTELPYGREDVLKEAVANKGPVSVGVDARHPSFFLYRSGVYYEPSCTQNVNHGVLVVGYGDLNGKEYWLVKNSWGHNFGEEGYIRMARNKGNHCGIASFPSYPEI
# C1s inh – blocks human complement C1s protease activity | P09871 | purified C1s, fluorogenic AMC substrate, pooled mixtures | 62,000 tested, 0.16% active | AID 538 | mean inhibition % of two 10-compound mixtures (hits give high values), % at 5 µM (by protocol);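 active = inhibition above 20% in each of the two 10-compound mixture wells holding the compound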;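 also: 0% = enzyme wells lacking compound mixture and 100% = no-enzyme blank wells; some compounds called inactive have numbers as strong as hits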
# CatL block – inhibitors of human cathepsin L; inhibition, %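 (tested at 10 µM)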; P07711; 58,000 tested, 0.17% active; purified cathepsin L, fluorogenic substrate, fluorescence; in the data active = inhibition above about 45%;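 also: 0% = enzyme with no compound and 100% = no enzyme blank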
# Target sequence (P07711 114-288 limits assumed): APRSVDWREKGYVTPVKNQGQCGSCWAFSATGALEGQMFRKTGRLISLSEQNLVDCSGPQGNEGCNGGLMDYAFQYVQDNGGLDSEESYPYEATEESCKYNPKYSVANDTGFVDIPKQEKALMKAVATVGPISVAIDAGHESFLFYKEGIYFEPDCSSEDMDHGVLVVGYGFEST
# Target sequence (P07711 292-333 limits assumed): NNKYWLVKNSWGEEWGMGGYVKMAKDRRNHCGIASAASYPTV
# FXIa inh mix – blocks human factor XIa in pooled compound mixtures; P03951; purified FXIa, fluorogenic substrate; inhibition, % at 5 µM; 62,000 tested, 0.19% active; AID 680;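 also: each value is inhibition by a whole ten-compound pool holding the compound; 0% = enzyme with no mixture and 100% = wells lacking enzyme; strong numbers were not always called active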
# FXIIa inh mix – blocks human factor XIIa in pooled compound mixtures; P00748; purified FXIIa, fluorogenic substrate; inhibition, % at 5 µM; 62,000 tested, 0.2% active; AID 684;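 also: 0% = enzyme without compound and 100% = no enzyme blank; some results filed as inactive read as strong as hits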
# Target sequence (P00748 20-372 limits assumed): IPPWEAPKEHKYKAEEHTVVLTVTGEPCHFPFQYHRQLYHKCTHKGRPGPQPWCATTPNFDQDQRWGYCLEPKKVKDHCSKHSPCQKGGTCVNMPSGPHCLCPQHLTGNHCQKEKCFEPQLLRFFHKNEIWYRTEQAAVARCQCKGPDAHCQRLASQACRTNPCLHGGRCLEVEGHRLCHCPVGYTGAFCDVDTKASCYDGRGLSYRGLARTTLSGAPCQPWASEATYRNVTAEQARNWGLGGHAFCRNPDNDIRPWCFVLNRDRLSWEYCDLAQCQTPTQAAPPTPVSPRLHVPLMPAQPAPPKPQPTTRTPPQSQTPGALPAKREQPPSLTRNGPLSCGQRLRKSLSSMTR
# Target sequence (P00748 373-615 limits assumed): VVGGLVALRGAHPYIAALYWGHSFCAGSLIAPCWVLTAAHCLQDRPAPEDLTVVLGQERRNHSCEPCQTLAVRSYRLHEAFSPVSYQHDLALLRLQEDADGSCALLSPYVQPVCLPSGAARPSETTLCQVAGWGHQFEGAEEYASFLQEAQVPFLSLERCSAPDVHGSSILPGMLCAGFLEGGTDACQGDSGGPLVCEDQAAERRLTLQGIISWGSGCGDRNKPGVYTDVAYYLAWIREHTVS
# CatG inh – inhibitors of human cathepsin G. purified enzyme, AMC-tetrapeptide fluorescence, pooled mixtures. 62,000 tested, 0.2% active. AID 581. inhibition, % at 5 µM (by protocol);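 active = inhibition above 20% in each of the two mixture wells holding the compound; inactive = inhibition of 20% or less in either well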;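 also: 0% = enzyme control without mixture and 100% = blank lacking enzyme; strong numbers were not always called active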
# PKA kinase inh – PKA (human) kinase inhibition; PKA Kemptide phosphorylation, Kinase-Glo ATP luminescence; 65,000 tested, 0.1% active; P17612; AID 524; inhibition, % at 6 µM;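 active = inhibition above the screen-wide mean inhibition plus 3 SD, cut at about 21% in these data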; also: many of its hits are not listed in these tables
# JNK3 inh – inhibitors of human JNK3 kinase | 60,000 tested, 0.61% active | purified JNK3 kinase activity, HTS | P53779 | inhibition, % at 8 µM; in the data active = inhibition above about 17%;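 also: 0% = DMSO and 100% = reference inhibitor; many of its hits are not listed in these tables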
# * hit, by the source's call; ? = inconclusive; / = no result given. Rule as the data show it, unless noted: active = inhibition above about 20% (passing the limit was not always enough); inactive = the rest.
SMILES,ROCK2 blocker,CatS inh,C1s inh,CatL block,FXIa inh mix,FXIIa inh mix,CatG inh,PKA kinase inh,JNK3 inh
O=C(NCc1ccco1)c1ccc(OCC2CCCO2)cc1 (centres undefined),3.2,-8.4,13.6,5.2,6.5,-10.8,9.0,2.5,-0.5
COc1ccc(NC(=O)C(C)Oc2ccc(/C(C)=N\O)cc2)cc1 (centres undefined),1.6,2.8,16.1,1.5,4.3,6.8,3.0,1.5,0.4
CCOC(=O)NC(NC(=O)OCC)C(=O)c1ccccc1,-0.8,0.6,-6.1,8.6,9.1,-0.8,6.8,-1.4,-10.9
COCCN(Cc1cc2cccc(C)c2n2nnnc12)C(=O)C(F)(F)F,0.5,5.8,15.7,20.6,2.1,0.4,12.9,-2.3,-0.1
O=C(Cn1nc(Cc2cccnc2)c2ccccc2c1=O)N1CCN(c2ccccn2)CC1,0.3,19.2,-16.5,/,9.0,-16.2,-3.8,-3.9,-5.5
O=c1[nH]c2cc(Cl)ccc2n1-c1ccccc1,1.4,-0.8,-17.4,-1.5,0.0,4.5,-1.4,3.9,6.1
Brc1cccc(-c2nnc(SCc3nc4ccccc4[nH]3)o2)c1,-9.4,1.1,-6.4,8.5,-6.3,-12.8,7.2,-8.0,-1.7
O=C(NCc1ccco1)C1CCCN(S(=O)(=O)c2cccc3cccnc23)C1 (centres undefined),3.7,10.7,32.8,/,15.2,-2.4,12.7,0.8,7.4
CCOc1cc2oc(=O)c3c(c2cc1Cl)CCC3,3.6,-14.6,3.1,-6.4,5.0,0.1,-2.5,5.0,8.0
COc1ccc(-c2noc(-c3ccccc3Cl)n2)cc1OC,-3.1,-0.6,3.3,-1.2,6.9,1.5,-0.1,-3.8,1.5
Cc1ccc2nc(SCC(=O)Nc3c(C)n(C)n(-c4ccccc4)c3=O)[nH]c2c1,4.2,-11.5,10.5,4.3,6.0,-0.1,7.4,8.8,7.0
COC(=O)CCSc1nccn1Cc1ccccc1,1.4,9.1,8.4,/,2.3,0.2,13.1,1.3,4.1
COc1ccc(S(=O)(=O)Cc2ccc(C(=O)N3CCN(c4ccccn4)CC3)o2)cc1,1.2,9.3,-17.3,/,1.5,7.7,7.0,-7.1,1.0
COc1ccc2[nH]cc(C(=O)CN3CCCC(C)C3)c2c1 (centres undefined),1.4,8.3,-0.8,11.8,5.3,4.5,3.2,-3.8,0.0
CCC(=O)N1CCCc2cc(S(=O)(=O)NCc3cccs3)ccc21,1.6,6.0,15.1,15.3,5.4,9.9,9.7,5.3,1.1
Cc1c(C(=O)NCC2CCCO2)sc2nc(-c3ccc(F)cc3)cn12 (centres undefined),-0.5,19.7,-33.3,16.7,1.9,16.9,-6.4,-3.1,0.9
COc1ccc(CCNC(=O)C2CCCN(S(=O)(=O)c3cccc4nonc34)C2)cc1OC (centres undefined),/,0.6,-27.0,6.2,8.4,4.1,-0.9,2.7,/
Cn1c(=O)c2c(nc(NCc3ccccc3)n2C)n(C)c1=O,6.5,-2.1,-8.8,-4.5,-0.4,-1.3,-0.8,9.4,2.8
CCN(CC)S(=O)(=O)c1ccc(OCC(=O)NCc2ccccc2)cc1,4.9,-7.5,-25.4,0.8,-2.2,2.0,-4.3,4.5,-4.8
Cc1c[nH]c2cccc(OCC(O)CNC(C)(C)C)c12 (centres undefined),5.7,-4.2,-16.0,6.8,-2.4,8.0,-0.3,10.5,-10.8
COc1ccc(-c2noc(CCC(=O)Nc3cc(Cl)c(OC)cc3OC)n2)cc1,/,6.7,0.6,/,9.7,-3.9,0.7,-1.9,/
O=C(CSc1nc(O)cc(=O)[nH]1)Nc1ccc2c(c1)CCC2,4.4,9.6,-1.4,7.3,7.3,9.0,10.3,4.8,-0.4
Cc1ccc2cc(CN(CCN3CCOCC3)Cc3nnnn3Cc3ccco3)c(=O)[nH]c2c1C,-1.5,6.6,0.2,8.4,8.1,1.1,2.9,-4.8,0.7
CCOC(=O)c1[nH]c2ccc(F)cc2c1NC(=O)CCN1CCSCC1,4.9,/,/,14.7,/,/,/,4.4,3.1
CCn1cc(C(=O)N2CCN(C3CCCCC3)CC2)c2cc(OC)c(OC)cc2c1=O,9.6,0.8,14.3,39.2,4.4,4.8,8.5,11.4,-1.4
c1coc(-c2nn3c(-c4ccco4)nnc3s2)c1,3.1,16.8,-4.8,18.2,0.0,6.6,-5.5,6.6,-9.5
COc1ccc(OC)c(N)c1,-0.1,4.0,5.5,14.2,0.4,1.8,-1.4,-7.2,-4.8
CC(=O)Nc1ccc(S(=O)(=O)NCC2CCC(C(=O)NCCCN3CCCC3=O)CC2)cc1 (centres undefined),5.1,9.1,-0.7,4.8,9.8,6.8,3.5,1.1,-2.5
COc1ccccc1-c1noc(-c2ccccc2C(=O)N2CCOCC2)n1,4.8,4.8,15.6,6.6,10.6,1.1,8.5,11.5,-3.1
O=C(NCC(=O)N(CCc1ccccc1)C(C(=O)NC1CCCCC1)c1ccncc1)c1ccco1 (centres undefined),4.8,-4.3,22.2,8.4,13.2,-16.8,22.4,9.7,-1.6
CCOC(=O)n1c(=O)oc2cc(S(=O)(=O)N3CCOCC3)ccc21,7.4,5.9,1.2,2.6,5.4,5.8,8.8,1.2,-4.0
Cc1ccc(S(=O)(=O)NC(C(=O)OCC(=O)NC2CCS(=O)(=O)C2)C(C)C)cc1 (centres undefined),5.7,-0.8,17.3,2.4,3.4,5.2,10.0,10.1,0.1
CC(C)(C)NC(=O)Nc1ccccc1C(N)=O,3.8,-6.5,-5.2,10.4,1.8,6.7,5.6,0.3,2.3
Cn1ccnc1Sc1nnnn1-c1ccccc1,4.0,-7.2,-23.3,1.3,4.7,8.9,-2.8,8.7,-3.4
CCc1ccc(N2CC(C(=O)OCC(=O)NC3CCS(=O)(=O)C3)CC2=O)cc1 (centres undefined),/,13.9,-9.4,2.7,-0.1,11.8,-1.7,-2.0,/
COc1ccc(S(=O)(=O)N2CCN(Cc3ccccc3)CC2)cc1,3.3,-2.4,-16.1,6.3,-2.8,1.5,5.4,9.5,-4.4
O=C(Nc1c(-c2ccccc2)nc2sccn12)c1ccccc1,4.4,-4.0,-17.9,-0.5,-6.1,-16.8,6.2,6.0,-0.9
COCC(=O)Nc1sc2c(c1C(=O)OC)C(C(=O)OC)CC2 (centres undefined),2.2,?,-10.1,19.3,-2.7,1.4,-4.3,-0.5,-3.4
CC(OC(=O)c1cc2sccc2n1C)C(=O)NCCc1ccccc1 (centres undefined),1.3,19.1,9.8,9.0,6.3,-13.7,7.5,-0.5,1.7
Cc1cc2c(c(N3CCOCC3)n1)C(=O)OC2,/,-7.9,-30.1,6.8,5.3,2.5,1.6,1.6,/

# Single records, as listed above. Order of screens: ROCK2 blocker, CatS inh, C1s inh, CatL block, FXIa inh mix, FXIIa inh mix, CatG inh, PKA kinase inh, JNK3 inh
# Shown for CC(C)(C)NC(=O)Nc1ccccc1C(N)=O → 3.8, -6.5, -5.2, 10.4, 1.8, 6.7, 5.6, 0.3, 2.3
# Shown for Cn1ccnc1Sc1nnnn1-c1ccccc1 → 4.0, -7.2, -23.3, 1.3, 4.7, 8.9, -2.8, 8.7, -3.4
# Shown for CCOC(=O)n1c(=O)oc2cc(S(=O)(=O)N3CCOCC3)ccc21 → 7.4, 5.9, 1.2, 2.6, 5.4, 5.8, 8.8, 1.2, -4.0

# (list continues)
SMILES,ROCK2 blocker,CatS inh,C1s inh,CatL block,FXIa inh mix,FXIIa inh mix,CatG inh,PKA kinase inh,JNK3 inh
CCC(C)NC(=O)CSc1nc2ccccc2c(=O)n1CCCC(=O)NCC1CCCO1 (centres undefined),/,2.8,-43.7,2.9,2.9,7.4,-4.1,-2.2,/
Cc1sc2c(c1C)CN(Cc1ccco1)CN2C(=O)c1ccccc1,4.8,1.8,4.9,-8.4,4.6,6.0,9.9,6.3,-3.4
COC(=O)c1cccc(-n2nnnc2SCC(=O)Nc2cc(C)on2)c1,2.7,4.4,2.5,1.8,5.3,4.4,4.8,-2.5,10.5
O=C(OCC(=O)N1CCN(C(=O)c2ccco2)CC1)c1sc2ccccc2c1Cl,/,13.3,13.4,6.9,10.4,-19.8,11.4,0.5,/
CCOc1c(Br)ccc2c1sc1nc[nH]c(=O)c12,5.3,1.8,-18.8,2.8,4.1,4.4,-8.0,5.0,5.3
COc1ccc(NC(=O)c2ccc3c(c2)OCO3)cc1Cl,2.7,9.8,-7.7,15.4,15.7,-14.4,7.3,2.4,-1.3
CCOc1nc(-c2ccccc2)ccc1-c1noc(-c2cccnc2)n1,/,15.7,-26.8,-9.6,-0.9,0.7,-13.1,3.7,/
NC(=O)C1(N2CCCCC2)CCN(C(=O)CSc2nc(C(F)(F)F)cc(=O)[nH]2)CC1,7.4,6.5,-2.2,8.4,6.9,5.3,1.9,5.7,-0.3
COc1ccc(C(=O)Nc2cccc(C)c2)cc1S(=O)(=O)N1CCOCC1,4.4,6.8,15.1,8.8,1.3,11.6,9.7,7.0,1.0
COc1ccc(OCc2nnc3n2N=C(c2ccc(C)cc2)CS3)cc1,5.0,-3.1,11.0,/,6.8,0.9,8.3,2.4,-3.4
Cc1ccc2c(c1)NC(=O)C(CC(=O)NC1CCCCC1C)O2 (centres undefined),2.1,-15.4,-33.1,3.6,12.0,4.2,29.7,-7.7,-2.3
COc1ccc(-c2noc(Cc3ccccc3OC)n2)cc1,5.0,2.4,2.0,4.6,1.3,3.6,4.4,6.5,-3.0
CCn1c(SCC(=O)NCc2ccc3c(c2)OCO3)nnc1-c1cccs1,2.6,-16.9,12.6,6.9,5.8,6.5,9.3,8.7,-9.4
CCCCOc1c(Cl)cc(CNC(C)(C)CO)cc1OCC,3.4,-2.4,15.1,/,5.5,2.6,8.9,1.4,6.0
CC(=O)N1CCN(c2ccc(NCc3ccc(F)cc3)cc2)CC1,3.3,1.8,-27.2,9.8,0.8,-0.4,-11.5,2.9,-16.7
O=C(CSc1nnc(-c2cccs2)n1-c1ccccc1)N1CCOCC1,7.7,9.5,10.6,13.7,-0.1,7.3,9.1,12.7,-0.5
Cc1c(Br)cc(C(=O)OC2CCN(C)CC2)c(C)c1C,7.0,-0.3,-21.4,-4.5,1.5,2.7,1.2,1.3,0.9
COc1ccc(CN2C(=O)CN=C2Nc2cccc(C)c2C)cc1,2.5,20.8,-29.5,-8.3,5.7,-16.9,-0.8,1.8,0.6
O=C(O)CN1CCNCC1,3.8,-3.2,-43.9,-4.7,-8.6,-1.0,-2.5,-2.1,-3.0
Cc1ccccc1Cc1c(C)nc2c(C(=O)N3CCN(Cc4ccc5c(c4)OCO5)CC3)cnn2c1C,-3.6,-10.4,-3.7,-9.9,5.0,2.3,3.9,-3.6,-4.3

# Limited to JNK3 inh, for two of the compounds above:
Structure | JNK3 inh
CCCCOc1c(Cl)cc(CNC(C)(C)CO)cc1OCC | 6.0
CC(=O)N1CCN(c2ccc(NCc3ccc(F)cc3)cc2)CC1 | -16.7

# Continuation.
SMILES,ROCK2 blocker,CatS inh,C1s inh,CatL block,FXIa inh mix,FXIIa inh mix,CatG inh,PKA kinase inh,JNK3 inh
COc1ccc(CC(=O)N2CCN(c3ccccn3)CC2)cc1,3.7,-0.3,19.7,5.9,2.0,2.4,9.9,9.1,-4.4
CCN1CCN(Cc2nc3c(c(=O)n(C)c(=O)n3C)n2C(C)C(C)=O)CC1 (centres undefined),/,3.5,-5.2,/,8.6,3.7,-1.2,-3.7,/
O=C(Nc1ccc2c(c1)oc1ccccc12)N1CCOCC1,4.3,-1.1,-10.6,1.1,5.3,6.1,1.4,3.4,6.1
Cc1cc(C)c2oc(=O)cc(CN3CCN(Cc4ccc5c(c4)OCO5)CC3)c2c1,7.1,0.5,4.8,-6.1,8.3,-3.8,4.1,5.6,1.0
COc1cccc(C(c2sc3nc(C)nn3c2O)N2CCN(c3ccccc3F)CC2)c1 (centres undefined),-0.4,3.5,4.3,11.2,1.5,7.2,1.4,6.0,-4.9
O=C1c2ccccc2-c2onc3ccc(NCCCn4ccnc4)c1c23,3.6,21.2,-6.8,27.7,-5.7,-7.2,3.8,9.6,37.6*
